Bioassay records (PubChem BioAssay)
MEKK2 WT-MEK5 = raises or lowers MEK5 binding to wildtype human MEKK2 PB1 domain. binding response (% of control), % at 10 µM. 290,000 compounds, 1.1% hits. AID 1531. bead flow cytometry, Alexa488-MEK5 binding to MEKK2 WT; actives lie on both sides; in the data active means binding response below about 67% or above about 130%
NALP1 yeast inh = inhibitors of NALP1 inflammasome in yeast | 280,000 compounds, 0.61% hits | AID 2071 | inhibition, % at 10 µM | S. cerevisiae NALP1/ASC/caspase-1 growth, X-gal OD620, 72 h; in the data active means inhibition mostly above about 24%, no sharp cut-off; inactive means mostly below about 32%; further: some compounds called inactive have numbers as strong as hits
OXTR agonist = human OXTR agonism; P30559; CHO-OTR cells, Fluo-8 calcium fluorescence; normalized: DMSO 0%, oxytocin 100%; activation, % at 3 µM; 320,000 compounds, 0.32% hits; AID 2435;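 active means activation above the mean of all tested compounds plus 3 SD, cutoff set per screening run, cut at about 20% in these data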;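 further: peak over basal fluorescence ratio from a 100 s FLIPR kinetic read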
M18AAP inhibitor = blocks P. falciparum M18 aspartyl aminopeptidase. 290,000 compounds, 1.2% hits. AID 1822. inhibition, % at 7.35 µM. recombinant PfM18AAP, H-Glu-NHMec fluorogenic cleavage;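 active means inhibition above the campaign mean inhibition over all tested compounds plus 3 SD, cut at about 28% in these data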;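 further: 0% = plate median of test compound wells and 100% = 2 mM ZnCl2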
OXTR potentiator = potentiates the human oxytocin receptor response | P30559 | AID 2445 | activation, % at 3 µM | 320,000 compounds, 0.061% hits | CHO-OTR cells, Fluo-8 calcium fluorescence, potentiator mode; 0% = oxytocin EC15, 100% = EC100;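 active means activation above that plate's cutoff, the mean activation of tested compounds plus 3 SD, cut at about 6.6% in these data, passing the limit was not always enough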;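 further: 100% uses oxytocin at 75 nM as the full agonist control; some results filed as inactive read as strong as hits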
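Replication – single well per compound, singlicate · Assay system – CHO cell line stably expressing human OTR · Timing – 6 min pre-incubation, 100 s read · Measure – normalized max/min fluorescence ratio, % activation · Doses – 3.0 µM, one dose · Detection – Fluo-8 calcium dye fluorescence · Probe or stimulus – oxytocin near EC15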
GalR3 antag = blocks the human galanin receptor 3; O60755; HEK293 GalR3-CNG cAMP membrane potential fluorescence; galR3 body fused to GalR1 C-terminus; inhibition, % at 3 µM; 360,000 compounds, 0.44% hits; AID 651719;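 active means inhibition above the screen-wide average plus 3 SD, cut at about 13% in these data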;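 further: forskolin and galanin both at EC90 stimulate the cells; cAMP rise reported by CNG channel membrane potential dye signal; 0% = forskolin plus galanin with DMSO and 100% = forskolin alone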
Target sequence (O60755 1-299 limits assumed): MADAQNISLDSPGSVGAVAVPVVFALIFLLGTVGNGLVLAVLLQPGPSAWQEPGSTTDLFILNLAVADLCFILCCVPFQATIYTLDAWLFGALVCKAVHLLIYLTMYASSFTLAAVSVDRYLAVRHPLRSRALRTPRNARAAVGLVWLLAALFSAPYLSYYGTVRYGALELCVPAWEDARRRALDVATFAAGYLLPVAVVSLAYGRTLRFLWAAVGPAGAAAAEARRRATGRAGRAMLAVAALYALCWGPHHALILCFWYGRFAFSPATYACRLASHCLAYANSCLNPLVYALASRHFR
GPR7 antagonist = human neuropeptides B/W receptor 1 antagonism. GPR7-expressing cells, fluorescence antagonist assay. inhibition, % at 4.4 µM. 290,000 compounds, 1.1% hits. AID 1861; in the data active means inhibition above about 16%, passing the limit was not always enough;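 further: cells stimulated with the agonist NPW; 0% = agonist with vehicle and 100% = vehicle without agonist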
Target sequence (P48145 whole entry, looked up): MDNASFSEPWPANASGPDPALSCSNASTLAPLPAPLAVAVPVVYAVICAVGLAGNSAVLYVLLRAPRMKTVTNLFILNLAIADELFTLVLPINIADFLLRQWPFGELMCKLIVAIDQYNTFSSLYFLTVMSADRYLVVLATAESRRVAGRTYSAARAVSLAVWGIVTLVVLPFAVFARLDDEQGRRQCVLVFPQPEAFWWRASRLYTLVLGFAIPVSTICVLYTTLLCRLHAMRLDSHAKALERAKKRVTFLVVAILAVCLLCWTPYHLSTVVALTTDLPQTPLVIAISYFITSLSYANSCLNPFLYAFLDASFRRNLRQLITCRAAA
V1aR counter = V1a receptor agonism, counter-screen for OXTR agonists; P37288; CHO-V1R cells, Fluo-8 calcium fluorescence, agonist mode; 0% DMSO, 100% 3 nM vasopressin; activation, % at 3 µM; 320,000 compounds, 0.25% hits;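 active means activation above the mean activation of all tested compounds plus 3 SD, per screening run, cut at about 20% in these data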;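 further: signal is peak over basal fluorescence ratio across a 100 second FLIPR read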
Target sequence (P37288 whole entry, looked up): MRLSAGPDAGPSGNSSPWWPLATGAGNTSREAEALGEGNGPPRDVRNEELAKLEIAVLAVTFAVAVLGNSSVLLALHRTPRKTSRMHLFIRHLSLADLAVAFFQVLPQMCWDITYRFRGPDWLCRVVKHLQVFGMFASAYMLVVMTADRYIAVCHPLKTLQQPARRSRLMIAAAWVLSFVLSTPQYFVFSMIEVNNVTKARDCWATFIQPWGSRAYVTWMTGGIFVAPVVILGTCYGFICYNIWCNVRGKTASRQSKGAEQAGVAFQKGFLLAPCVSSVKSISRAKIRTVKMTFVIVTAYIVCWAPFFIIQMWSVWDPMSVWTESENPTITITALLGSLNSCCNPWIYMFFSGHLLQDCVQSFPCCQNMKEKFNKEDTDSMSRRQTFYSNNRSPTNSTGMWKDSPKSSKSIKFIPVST
MEKK2mut PB1 HTS = signal of MEK5 binding to mutant human MEKK2 PB1 domain. percent response, % at 10 µM. 290,000 compounds, 0.35% hits. bead flow cytometry, Alexa488-MEK5 binding to MEKK2 mutant; in the data active means percent response above about 24%, passing the limit was not always enough; further: inactives centre near 1; some results filed as inactive read as strong as hits
Starred values were filed as active, the others as inactive; · = not tested or not shown.

SMILES	MEKK2 WT-MEK5	NALP1 yeast inh	OXTR agonist	M18AAP inhibitor	OXTR potentiator	GalR3 antag	GPR7 antagonist	V1aR counter	MEKK2mut PB1 HTS
Cc1ccccc1Cn1cc(NC(=O)c2cc(C3CC3)on2)cn1	92	3	-0.6	13	0	-7	9	-0.1	-2
CCC(OC(=O)C1=Cc2ccccc2OC1)C(=O)NCc1ccco1 (configuration not stated)	85	33*	-0.7	-1	-7	-6	-9	4.7	-8
O=C(NNC1CC(=O)N(c2ccc(Br)cc2)C1=O)c1ccccn1 (configuration not stated)	107	10	-0.2	12	-6	-8	-14	-0.4	-1
CC(C)Oc1ccc(/C=N/NC(=O)c2nnn(-c3nonc3N)c2CN(C)c2ccccc2)cc1	95	5	6.0	-9	-9	3	-16	6.1	-2
Cc1nc(C(=O)O)nn1-c1ccc([N+](=O)[O-])cc1	103	-4	-0.2	1	-14	-3	-12	-0.3	2
CCc1ccc(/C=C/c2c[nH]c3ccccc23)[n+](CC)c1	102	9	-1.2	5	-8	-4	2	0.4	-2
COc1ccc(NC(=O)NC2CCCCC2C)cc1 (configuration not stated)	100	-11	-0.7	-4	-4	-9	-7	0.0	1
COCCCNC(=S)Nc1cc(C)c(C)cc1C	92	·	-0.7	6	-10	-1	-7	0.2	-5
Cc1cc(C)c(C)c(S(=O)(=O)N(C)CCc2ccccn2)c1C	·	·	-1.0	·	3	3	·	2.6	·
O=C(O)c1ccc(CSc2nnc(COc3ccccc3)o2)cc1	109	5	1.2	-2	2	-4	-15	-0.4	15
COc1ccc(/C(O)=C/C(=O)C(=O)Nc2c(C)n(C)n(-c3ccccc3)c2=O)cc1	95	0	0.7	0	-2	-3	0	1.6	-5
COc1ccc(C2c3sc(=O)[nH]c3SC3C4CCC(C4)C23)cc1 (configuration not stated)	94	38	-1.6	-4	-7	-4	-15	-0.8	-3
CC1CCCN(S(=O)(=O)c2ccc(CN3C(=O)c4cccnc4C3=O)cc2)C1 (configuration not stated)	94	1	0.1	1	-6	2	-7	0.6	-2
COc1ccc(OCCN2CCN(C(=O)c3ccc(OC)cc3)CC2)cc1	91	-18	4.7	0	-16	-13	0	5.0	-7
CCN(CC)c1ccc(NC(=O)CSc2ccsc2[N+](=O)[O-])c(C)c1	98	1	-2.5	10	-5	0	0	-0.6	-1
Cc1cccc(OCC(O)Cn2c(NCCCOC(C)C)nc3c2c(=O)[nH]c(=O)n3C)c1 (configuration not stated)	105	16	-2.0	0	0	5	-7	-0.9	7
COc1ccc(S(=O)(=O)Nc2ccc(F)cc2)cc1N(C)S(=O)(=O)c1ccc(Cl)cc1	91	-14	2.0	-1	-12	-5	20	1.6	-3
CCc1ccc2oc(C(=O)N3CCN(c4ccc(OC)cc4)CC3)cc(=O)c2c1	102	6	1.0	7	-2	-12	-19	6.7	5
CCOc1ccc(NN=C(C(=O)OC)C(=O)OC)c([N+](=O)[O-])c1	92	6	-0.3	-6	-10	4	-15	0.8	-17
CCCSc1ccc(-c2nn(-c3ccccc3)cc2/C=C(/C#N)C(=O)NCCCOC)cc1	101	24	1.4	-7	6	7	-10	1.7	-1
O=C(/C=C/c1ccccc1)NC1CCSC1=O (configuration not stated)	106	17	-0.2	-2	-5	-1	-7	0.3	0
Cn1c(C(=O)Nc2ccc3c(c2)OCO3)cc2c(=O)n(C)c3ccccc3c21	99	·	0.2	-1	-22	-1	-8	0.3	2
O=C(c1ccccn1)c1ncc(C(F)(F)F)cc1Cl	102	-4	-1.0	1	-1	-5	11	-1.0	3
CC(=O)Nc1cc2nc(C)n(Cc3ccc([N+](=O)[O-])cc3)c2nc1C	107	3	1.0	-1	8	-1	-19	0.3	6
Cc1ccc(C)c(NC(=O)COC(=O)c2cccc3c2C(=O)c2ccccc2C3=O)c1	96	9	-2.5	2	-9	-3	3	-1.0	1
CCOc1ccc(-n2c(=O)c3sccc3n(Cc3cccc([N+](=O)[O-])c3)c2=O)cc1	101	-6	-0.9	-15	3	-2	-2	-1.6	2
CN(c1ccccc1)S(=O)(=O)c1cccc(NC(=O)c2ccc(=O)[nH]c2)c1	·	·	0.5	·	-4	-5	·	1.1	·
O=C(CCNS(=O)(=O)c1cccs1)NC1CCN(Cc2ccccc2)CC1	95	10	-0.4	6	-1	2	-7	0.1	-4
CCOC(=O)c1c(N)sc(C(O)(C(F)(F)F)C(F)(F)F)c1-c1ccccc1	100	-2	-0.8	-8	-6	-2	-5	0.5	-1
COc1ccc(C(=O)N/N=C(\C)Cn2nc([N+](=O)[O-])cc2C)cc1	101	5	-1.3	-2	-8	-3	22	2.2	2
CSc1ccccc1C(=O)N1CCC(CCC(=O)NCc2ccc(F)cc2)CC1	103	21	3.9	2	-10	-6	9	6.4	1
O=C(Nc1ccccc1Cc1ccccc1)c1oc2ccccc2c1COc1ccccc1	98	3	0.2	-1	-10	-6	-6	0.6	1
CC1CC(Nc2ccccc2)c2ccccc2N1C(=O)c1ccccc1F (configuration not stated)	102	-12	-1.9	4	-7	-1	0	-1.1	0
CCOC(=O)N1CCN(C(=O)c2ccc(CNS(=O)(=O)c3ccc(OC)cc3)cc2)CC1	98	7	0.1	4	-2	-2	-7	0.5	3
Cc1ccc(-n2c(SCC(=O)NCc3ccco3)nc3sc4c(c3c2=O)CC(C)(C)SC4)cc1	99	0	-1.6	2	-13	-1	-11	-0.9	3
O=C(COC(=O)c1cc([N+](=O)[O-])ccc1N1CCOCC1)NCc1ccc(F)cc1	102	10	0.0	3	-8	0	9	0.0	-5
COCCCN(CC(=O)O)S(=O)(=O)c1ccccc1	97	24	3.0	-3	-4	-6	-9	-0.3	-2
CCCC(c1nnnn1CC1CCCO1)N1CCN(c2ccccc2)CC1 (configuration not stated)	104	-3	-0.8	-10	-2	-3	-1	0.6	5
O=C(Cn1cnc2c(nnn2-c2cccc(F)c2)c1=O)Nc1ccc2c(c1)OCCO2	98	5	-0.4	-14	-9	0	-13	0.8	1
Cc1occc1-c1nc(-c2ccncc2)no1	99	24	-0.4	-5	-2	-7	-5	-0.8	1
CN(C)c1cc[n+](CC(=O)c2ccc(OC(F)F)cc2)cc1	109	·	-0.5	1	-8	4	6	0.1	11
CCCCOc1ccc(C(C)NC(=O)CCS(=O)(=O)Cc2ccccc2Cl)cc1 (configuration not stated)	97	24	12	3	-11	-2	0	5.0	0
Cc1csc(=Nc2ccccc2)n1CCO	107	26	0.3	2	-2	-3	-5	0.1	0
CCCCNC(=O)[C@H](Cc1c[nH]c2ccccc12)NC(=O)c1ccccc1Cl	93	-16	-0.6	-3	-10	5	-5	0.2	-3
Cc1ccc(CNC(=O)Cn2ccc3cc(S(=O)(=O)N4CCCC4)ccc32)o1	96	18	0.9	-4	0	5	-1	-0.7	-6
CCOC(=O)N1CCC(NC(=O)c2cnn3c2NC(c2ccco2)CC3C(F)(F)F)CC1 (configuration not stated)	99	18	0.1	12	-2	2	-12	2.0	14
CCC(C)(C)n1nnnc1C(c1cc(OC)ccc1OC)N1CCC(C(N)=O)CC1 (configuration not stated)	108	12	-0.8	8	-7	-2	6	0.4	-4
COc1ccc(NC(=O)CN(C)C(=O)CCNC(=O)c2ccccc2OC)cc1	·	·	-0.8	·	-5	-5	·	-0.5	·
Cc1ccc(NS(=O)(=O)c2cccc(C(=O)NCCc3c[nH]c4ccccc34)c2)c(C)c1	89	25	3.9	-1	-14	1	-2	3.7	-10
COC(=O)c1c(CCl)noc1C(=O)NC(C)C	102	-4	0.6	1	-2	-1	-10	1.5	0
O=C(Nc1nnc(SCc2cccc3ccccc23)s1)C1COc2ccccc2O1 (configuration not stated)	95	33	-0.2	-6	-5	-4	-10	-0.4	4
COc1cc(NC(=O)C(C)C)ccc1NC(=O)c1ccco1	109	15	-0.6	-2	-6	-3	-9	0.1	5
C=C(C)CNC(=S)Nc1cccc2cnccc12	106	31	5.0	1	-2	2	-15	4.1	16
CCN1CCN(Cc2ccc(NC(=O)c3ccc(C)c(NC(=O)c4nccn4C)c3)cc2C(F)(F)F)CC1	104	·	1.0	·	-4	0	·	1.1	3
Cc1cn2c(-c3ccc(Cl)cc3)nnc2s1	105	12	-2.3	2	-4	1	-4	-1.6	3
CCOc1ccc(NC(=O)COc2ccc(C(=O)NCC3CCCO3)cc2OC)cc1 (configuration not stated)	·	·	0.5	·	-7	-4	·	2.1	·

Later entries
SMILES	MEKK2 WT-MEK5	NALP1 yeast inh	OXTR agonist	M18AAP inhibitor	OXTR potentiator	GalR3 antag	GPR7 antagonist	V1aR counter	MEKK2mut PB1 HTS
CCOC(=O)Cn1nc(-c2ccccc2)nc1-c1ccccc1	102	13	-2.0	-2	-1	-3	3	-1.0	2
Cc1ccc(OCc2nnc(SC(C)C(=O)O)n2-c2ccccc2)cc1 (configuration not stated)	97	22	-0.1	-7	-18	-11	8	0.1	-1
O=C(CNC(=O)c1ccco1)N/N=C/c1cccs1	104	2	0.8	-3	0	-2	-11	-0.3	21
OCCCCCN=c1cc(-c2ccccc2)oc2ccc(Cl)cc12	109	17	-0.3	0	-23	-1	2	-0.7	1
O=C(COc1ccc2ccccc2c1)NNC(=O)Cc1ccccc1	116	27	1.7	-6	-1	-4	5	0.8	23
CC(C)NS(=O)(=O)c1ccc(NC(=O)C(C)OC(=O)CCC(=O)c2cccs2)cc1 (configuration not stated)	·	·	11	·	-10	-7	·	8.3	·
CC(=O)N1CCN(c2ccccc2NC(=O)c2cc3ccccc3o2)CC1	101	19	1.6	-9	-4	-4	-3	1.7	-2
CC(C)CC[C@@H](O)[C@](C)(O)C1CC[C@@]2(O)C3=CC(=O)[C@@H]4C[C@@H](O)[C@@H](O)C[C@]4(C)C3CC[C@]12C (some centres not stated)	·	·	2.7	·	7	-6	·	0.8	·
COc1ccccc1NC(=O)c1ccc(-c2nn(C)c(=O)c3ccccc23)cc1	93	-1	1.4	2	-14	8	-1	2.5	-3
CC(C)NC(=O)/C(C#N)=C/c1ccc2c(c1)OCCO2	95	43	-0.8	3	-5	-2	2	-0.9	-2
CC1(C)Cc2c(c(-c3ccccc3)[nH]c(=O)c2C#N)CO1	107	-5	-0.5	5	-16	4	-4	0.0	8
CCN(CC)C(=N)/C(C#N)=N/Nc1ccc(C)cc1	104	24	2.5	-11	-3	-7	-3	1.7	2
CCN1CCc2c(C#N)c(NCc3ccccc3)nc(N(CC)CC)c2C1	111	6	-0.5	14	-15	-2	8	-0.4	-1
CNC(=S)N/N=C/c1ccc2c(c1)OCCO2	94	-8	-0.2	-3	-3	-5	-5	-0.2	-2
Cc1ccc(C)c(N(Cc2ccccc2F)S(C)(=O)=O)c1	95	17	-1.3	-3	-11	2	-12	-0.6	4
C/C(=N/NC(=O)CSc1nc2ccccc2n1C)c1ccco1	106	31	-0.3	1	2	-2	-7	-0.2	7
